MBNL1 CUG block: blocks human MBNL1 binding to CUG repeat RNA; Q9NR56; TR-FRET MBNL1-His/biotin-(CUG)12 binding, 665/545 ratio; Potency, µM (highest dose often 57.5 µM), for inactives: at the top dose activity change, negative = inhibition, usual class: inhibitors; hit rate 0.036% among 280,000; AID 2675; active = well fitted inhibition curve with a large enough effect in the signal ratio, with a control signal flat, not every such curve was filed as active; inconclusive = small, poorly fitted or top-dose-only effect, or effect the other way, or a change in a side signal; inactive = no such curve, though single readings can be large or run the other way; the % refers to the signal ratio; note: potency is the fitted concentration of half-maximal effect; % is set by controls: 0 for no effect and ±100 for the full control effect
Target sequence (Q9NR56 whole entry, looked up): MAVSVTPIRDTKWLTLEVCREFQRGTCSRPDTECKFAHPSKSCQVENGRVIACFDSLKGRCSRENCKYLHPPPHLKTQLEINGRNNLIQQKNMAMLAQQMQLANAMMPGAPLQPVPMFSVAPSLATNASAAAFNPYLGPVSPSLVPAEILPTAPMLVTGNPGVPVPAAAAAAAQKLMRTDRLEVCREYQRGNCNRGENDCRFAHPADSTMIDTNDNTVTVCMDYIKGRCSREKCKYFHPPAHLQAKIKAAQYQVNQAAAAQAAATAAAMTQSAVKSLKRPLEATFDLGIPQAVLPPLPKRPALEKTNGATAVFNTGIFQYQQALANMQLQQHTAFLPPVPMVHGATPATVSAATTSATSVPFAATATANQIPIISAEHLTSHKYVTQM
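Compounds (final 92 nM to 58 uM) are added to His-tagged MBNL1 and biotin-(CUG)12, then terbium anti-His antibody and streptavidin-XL665 (5 nM final). After 60 min at room temperature, the 665/545 nm ratio is read.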
PKM2 act: activators of human pyruvate kinase M2; P14618; purified PKM2, Kinase-Glo ATP luminescence, activation; response scale: 0% is enzyme alone, no compound; Potency, µM (doses to about 57.5 µM), for inactives: top-dose activation, hits mostly activators; hit rate 0.34% among 260,000; AID 1631; note: potency is the fitted concentration of half-maximal effect; % is set by controls: 0 for no effect and ±100 for the full control effect; nearly all actives have a fitted effect of over 55% in size
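ATP formation by purified human PK-M2, quantified via coupled luciferase luminescence after 1 h at room temperature with 0.1 mM ADP and 0.5 mM PEP final.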
Menin MLL FP TR: menin-MLL binding inhibition, Texas Red mutant peptide; O00255; Menin + Texas Red MLL mutant peptide, fluorescence polarization; Potency, µM (series often up to 61.6 µM), inactives show top-dose FP activity change, negative = inhibition, actives largely listed as inhibitors; hit rate 0.23% among 270,000; AID 1768; active = well fitted inhibition curve with a large enough effect in the polarisation, with a control signal flat, not every such curve was filed as active; inconclusive = small, poorly fitted or top-dose-only effect, or effect the other way, or a change in a side signal; inactive = no such curve, though single readings can be large or run the other way; the % refers to the polarisation; note: potency is the fitted concentration of half-maximal effect; % of control where 0% means no effect; many of its hits are not listed in these tables
Target sequence (O00255 whole entry, looked up): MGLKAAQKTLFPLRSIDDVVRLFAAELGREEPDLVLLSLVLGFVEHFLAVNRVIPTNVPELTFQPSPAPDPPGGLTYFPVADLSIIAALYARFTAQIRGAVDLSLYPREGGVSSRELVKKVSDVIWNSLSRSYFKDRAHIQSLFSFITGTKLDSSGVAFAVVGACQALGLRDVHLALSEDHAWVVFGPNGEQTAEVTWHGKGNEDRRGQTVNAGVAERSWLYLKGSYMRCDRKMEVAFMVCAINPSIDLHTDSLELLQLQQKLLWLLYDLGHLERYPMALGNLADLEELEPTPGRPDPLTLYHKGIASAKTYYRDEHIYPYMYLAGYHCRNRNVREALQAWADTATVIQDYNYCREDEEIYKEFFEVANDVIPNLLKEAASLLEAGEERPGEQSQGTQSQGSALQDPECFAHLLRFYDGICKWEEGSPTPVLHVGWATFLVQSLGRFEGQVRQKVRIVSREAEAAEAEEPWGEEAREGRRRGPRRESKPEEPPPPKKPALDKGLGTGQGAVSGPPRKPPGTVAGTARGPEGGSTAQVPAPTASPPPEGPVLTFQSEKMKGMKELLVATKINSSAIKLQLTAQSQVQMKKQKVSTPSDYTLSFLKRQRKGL
Mito fusion yeast: blocks mitochondrial division or promotes mitochondrial fusion; S. cerevisiae fusion-defective mutant growth rescue, CellTiterGlo 48 h; Potency, µM (doses to about 46.1 µM), inactives show top-dose growth rescue (activation), hits mostly activators; hit rate 0.23% among 320,000; AID 485298;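 note: potency is the fitted concentration of half-maximal effect; % of control where 0% means no effect; nearly all actives have a fitted effect of over 45% in size; temperature-sensitive fusion mutants such as fzo1-1 at 37 °C on non-fermentable ethanol glycerol medium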
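Luminescent cell viability in 1536-well qHTS format served as the measure of rescued growth in ts fusion-mutant S. cerevisiae cultured on non-fermentable YPEG for 48 hours at 37C.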
Chronic BCR inh: chronic active BCR signaling inhibition; hit rate 0.05% among 340,000; ABC-DLBCL IkBa-CBG/CBR reporter, luminescence ratio, 4 h; Potency, µM (series often up to 46.1 µM), for inactives: at the highest dose ratio change, negative = lower green/red ratio, hits mostly inhibitors; active = well fitted inhibition curve with a large enough effect in the signal ratio, with a control signal flat, not every such curve was filed as active; inconclusive = small, poorly fitted or top-dose-only effect, or effect the other way, or a change in a side signal; the % refers to the signal ratio;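 note: potency is the fitted concentration of half-maximal effect; plate controls were basal doxycycline-induced cells for no effect and cells given 10 µM MG132 for full effect; MG132 reads +100%, hits lower the ratio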
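Concentration-response series (up to 46 uM) were applied to TMD8 dual-reporter cells for 4 h at 37C with doxycycline. Green/red ratio, after filter-overlap correction, defined %Activity; red signal alone was normalised to basal cells and zero luminescence.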
hERG WT inh: blocks the wildtype human KCNH2 potassium channel; Q12809; hit rate 0.37% among 340,000; U2OS, BacMam KCNH2, thallium flux FluxOr; hits give low values; activity change, % at 1.84 µM;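 active = maximum activity change below -70%; inconclusive = maximum activity change between -70% and -50%; inactive = maximum activity change above -50%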; note: % is set by controls: 0 for no effect and ±100 for the full control effect
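U2OS cells were transduced with wild-type KCNH2 virus (2.03 x 10^8 / mL) for 4 h at room temperature, then cultured overnight at 37 C. Thallium flux was read with FluxOr dye. Rate constants were normalized to DMSO controls.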
S-ASM inh: human S-ASM enzyme inhibition; hit rate 0.006% among 340,000; AID 504937; Potency, µM (titrated, usually from 57.5 µM), for the others: top-dose activity change, negative = inhibition, most hits filed as inhibitors; placental ASM, HMU-PC fluorogenic substrate, 60 min; note: potency is the fitted concentration of half-maximal effect
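Fluorescence read-out (Ex 386 nm, Em 447 nm) after stopping the reaction at pH 10. Enzyme: ASM from human placenta; substrate HMU-PC0, 9 uM final; 60 min, 37 °C. Compound preincubation 10 min, ambient temperature.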
GALK inh: inhibitors of human galactokinase; P51570; Purified GALK, Kinase-Glo residual ATP luminescence; Potency, µM (top dose mostly 57.5 µM), for the others: at the top dose activity change, negative = inhibition, usual class: inhibitors; hit rate 0.007% among 270,000; AID 1868; note: potency is the fitted concentration of half-maximal effect; % is set by controls: 0 for no effect and ±100 for the full control effect
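Kinase-Glo Plus luminescence measured ATP left after a 1 h room-temperature reaction. The reaction used 5 nM GALK, 100 uM galactose and 35 uM ATP at pH 8.0 (20 mM HEPES, 5 mM MgCl2, 60 mM NaCl, 1 mM DTT, 0.01% BSA).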
USP2a block: blocks human ubiquitin-specific protease USP2a; O75604; USP2 core, Ub-CHOP2 coupled fluorogenic reporter, 485/531; Potency, µM (top dose mostly 38.3 µM), inactives show top-dose activity change, negative = inhibition, usual class: inhibitors; hit rate 0.01% among 330,000; AID 463254;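 note: potency is the fitted concentration of half-maximal effect; plate controls were DMSO wells for no effect and full inhibition by NEM control for full effect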
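Deubiquitinase activity read as fluorescence (485/531 nm) after Ub-CHOP2 cleavage activates the enterokinase reporter on its substrate; USP2 core 10nM, Ub-CHOP2 and substrate 25nM each, 30min compound preincubation then 60min RT; data normalized to NEM, curves fitted.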
TSHR antag: blocks TSH signaling through the human TSH receptor | activity change, negative = inhibition, % at 11.5 µM | TSHR-expressing cells, TSH-stimulated cAMP HTRF, 2 h; hits give low values | P16473 | hit rate 0.2% among 330,000;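 active = activity change below a set negative limit, meaning inhibition stronger than a set level, cut at about -70% in these data; inconclusive = activity change between two set negative limits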; note: % is set by controls: 0 for no effect and ±100 for the full control effect
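Competitive HTRF cAMP read-out (cryptate anti-cAMP antibody, cAMP-d2; 30 min, room temperature) in freshly harvested TSHR cells. Compounds added before TSH at EC80 (4nM final), followed by 2 hours' incubation at 37 deg C.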
Eya2 inh: blocks the phosphatase activity of human Eya2 | O00167 | recombinant Eya2, OMFP fluorescence dephosphorylation (OMFP is methylfluorescein phosphate) | Potency, µM (titrated, usually from 76.9 µM), inactives show at the highest dose activity, negative = inhibition, hits mostly inhibitors | hit rate 0.006% among 330,000; note: potency is the fitted concentration of half-maximal effect; % is set by controls: 0 for no effect and ±100 for the full control effect
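Eya2 protein (added as 0.2 uM solution) was preincubated with compound for 10 min at ambient temperature in 50 mM HEPES pH 7.5, 50 mM NaCl, 5 uM MgCl2, 0.05% BSA, 1 mM DTT. OMFP (added at 50 uM) then reacted 10 min; fluorescence read at 485/525 nm.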
* hit, by the source's call; ? = inconclusive; nt = no result given; & = joins results of further samples; [ ] = another dose, or the depositor's remark. Unless noted, calls come from the whole dose curve; as a rule, active = well fitted curve in the direction sought with a large enough effect; inconclusive = small, poorly fitted or top-dose-only effect, or another doubt; inactive = no such curve, though single readings can be large; an effect the other way counts as inactive or inconclusive. Some of the compounds tested (hit frequency here may not be typical).

SMILES | MBNL1 CUG block | PKM2 act | Menin MLL FP TR | Mito fusion yeast | Chronic BCR inh | hERG WT inh | S-ASM inh | GALK inh | USP2a block | TSHR antag | Eya2 inh
CC(Oc1ccccc1F)c1nnc(SCC(=O)NCc2ccc3c(c2)OCO3)o1 (configuration not stated) | nt | nt | nt | 9% | 0% | -9 | -2% | nt | 2% | -11 | -2%
Cc1c(NC(=O)C(C)OC(=O)Cc2ccc(F)cc2)c(=O)n(-c2ccccc2)n1C (configuration not stated) | nt | nt | nt | 0% | 1% | -1 | nt | nt | 2% | -6 | 6%
Cc1ccc(S(=O)(=O)N2CCC(C(=O)NNS(=O)(=O)c3ccc(Cl)cc3)CC2)cc1 | -9% | 27% | -8% | 2% | 0% | -1 | 4% | 2% | 2% | 42 | -6%
Cc1ccc(S(=O)(=O)NCCC(=O)NCc2ccccn2)cc1 | nt | nt | nt | 0% | -9% | 6 | 9% | nt | 1% | 10 | -1%
CCCC(=O)Nc1nn(CC)c2nc3ccc(C)cc3cc12 | 11% | nt | -21% | 24% | 11% | -10 | 191%[activator] | 0% | 0% | -11 | 8%
CC1Cc2ccccc2N1C(=O)c1cccnc1 (configuration not stated) | ? | -3% | -11% | 6% | -4% | 6 | 20% | 2% | 1% | 6 | -12%
O=S1(=O)C=CC(Sc2nc3ccccc3[nH]2)C1 (configuration not stated) | -14% | 24% | -8% | -8% | 2% | -1 | 2% | 1% | 2% | 7 | -13%
CC(=O)Nc1ccc(NC(=O)C(=O)N/N=C/c2cccnc2)cc1 | -5% | 0% | nt | 0% | -1% | 11 | 4% | nt | -1% | 3 | -9%
O=C(CCC1N=C2c3ccccc3N=C(SCc3cccc(Cl)c3)N2C1=O)NCc1ccco1 (configuration not stated) | -1% | 9% | ? | 5% | 1% | 0 | ? | 2% | -2% | -3 | 4%
COc1ccc(C(CNC(=O)c2cccc(S(=O)(=O)N3CCCC(C)C3)c2)N(C)C)cc1 (configuration not stated) | nt | nt | nt | -1% | 6% | 9 | 1% | nt | 0% | -9 | 4%
C#CCOc1c(Cl)cc(/C=C2/C(=O)ON=C2C)cc1OCC | 5% | nt | ? | 1% | 1% | 1 | -2% | -4% | 3% | 8 | 5%
C=C(C)CSc1nnc(-c2ccccc2)n1N | 4% | -4% | 0% | -6% | nt | -30 | 4% | -1% | nt | nt | nt
C/C(=N\NC(=O)c1ccncc1)c1ccc(NC(=O)c2ccc(Cl)cc2)cc1 | 3% | 2% | -3% | -2% | 1% | -14 | 1% | 6% | -2% | -2 | -4%
Cc1c(Cl)c([N+](=O)[O-])nn1CC(=O)NCc1ccc(Cl)cc1 | 12% | 0% | 17% | 1% | -1% | -11 | 0% | -1% | -1% | -3 | 8%
Cn1c(CO)c(-c2ccccc2)c2cc([N+](=O)[O-])ccc21 | 15% | 1% | ? | 1% | -1% | -2 | -14% | -1% | -1% | -19 | -9%
COc1ccc(CC(=O)N/N=C/c2ccc(-c3cccc(C(=O)O)c3)o2)cc1OC | ? | ? | nt | 7% | ? | 8 | 6% | -1% | 0% | -1 | -1%
CCCCn1c(N)c(N(CCOC)C(=O)c2ccc(N3CCCC3=O)cc2)c(=O)[nH]c1=O | nt | nt | nt | -3% | ? | -10 | 8% | nt | 2% | 9 | -5%
O=C(COc1ccccc1/C=C1\SC(=O)NC1=O)Nc1ccc(F)cc1 | 3% | 1% | ? | 1% | -7% | 0 | 2% | 1% | 0% | -5 | 9%
COc1cc2c(cc1OC)C(C)N(C(=O)Cc1ccc(C(F)(F)F)cc1)CC2 (configuration not stated) | -4% | nt | -30% | 3% | -8% | 0 | 3% | nt | 0% | 3 | 1%
CCC(C)c1c(O)nc(SCC(=O)N2CCCCCC2)[nH]c1=O (configuration not stated) | 2% | nt | -16% | 0% | 4% | 2 | 0% | 0% | 2% | -8 | 12%
O=C1C(c2ccc(F)cc2)N(Cc2ccc3c(c2)OCO3)C(=O)CN1C1CCCCC1 (configuration not stated) | -10% | -5% | -10% | -1% | -1% | -2 | 8% | 2% | 2% | 0 | -6%
Fc1ccccc1N1CCN(Cc2cccnc2)CC1 | -14% | 2% | -3% | -3% | 0% | 0 | 1% | 0% | 1% | -12 | 9%
COc1ccc(C(=O)Nc2cc([N+](=O)[O-])ccc2N2CCCC2)cc1 | ? | -18% | 4% | -13% | ? | 2 | -10% | -4% | 2% | -4 | 4%
CNC(=O)c1cccc(NC(=O)C(C)c2ccc3cc(OC)ccc3c2)c1 (configuration not stated) | -4% | nt | ? | 2% | ? | -21 | -5% | -2% | 1% | -10 | 4%
CCOCCCNC(=O)C(NC(=O)c1ccccc1O)c1ccc(C)cc1 (configuration not stated) | -14% | 0% | -18% | -6% | 0% | -4 | 10% | -2% | -3% | 8 | -25%
SMILES | MBNL1 CUG block | PKM2 act | Menin MLL FP TR | Mito fusion yeast | Chronic BCR inh | hERG WT inh | S-ASM inh | GALK inh | USP2a block | TSHR antag | Eya2 inh
O=C1CN(C(=O)COC(=O)CCSc2ccccc2Cl)c2ccccc2N1 | -5% | 8% | -5% | 0% | ? | -2 | -8% | 1% | -2% | -10 | 5%
CC(NC(=O)COC(=O)C1CCN(S(=O)(=O)c2ccccc2C(F)(F)F)CC1)c1ccccc1 (configuration not stated) | 0% | 4% | 7% | -4% | 0% | -1 | -2% | 1% | 3% | 1 | 1%
Cc1cc(C)c(CN2CCC(n3nccc3NC(=O)CCOc3ccccc3)CC2)cc1C | -2% | 4% | -6% | -10% | -6% | 9 | -1% | 0% | 3% | 11 | 3%
Cc1ccc(S(=O)(=O)N/N=C/c2ccc(C(=O)O)cc2)cc1 | 21% | 2% | 7% | -2% | 3% | 2 | 5% | 3% | 1% | 7 | -1%
COC(=O)CCC(=O)OC1(C)C(=O)C2=CN(C3CCCC3)C(c3ccc(OC)cc3)=CC2=C(Br)C1=O (configuration not stated) | 30% | 4%[11.5 µM] | -14%[11.7 µM] | 13% | 6% | 3 | 0% | -2% | 13% | -4 | 3%
Cc1ccccc1NC(=O)N1c2ccccc2CC1C (configuration not stated) | -4% | -1% | -18% | -2% | 0% | -2 | 0% | 0% | 2% | -1 | 4%
O=C1C=C(c2ccccc2)CCC1 | 9% | 5% | 26%&-24% | 0% | 0% | -20 | -3% | nt | 0% | -5 | -6%
COc1ccc(CCNc2ccncn2)cc1 | -4% | 9% | 4% | -2% | 8% | -4 | 4% | nt | 4% | -5 | 1%
Cc1cccc(CC(=O)N2CCCC2)c1 | -4% | -11% | -6% | 1% | 1% | -8 | 0% | 7% | 0% | 14 | 0%

Single records (already shown). Values in the order: MBNL1 CUG block, PKM2 act, Menin MLL FP TR, Mito fusion yeast, Chronic BCR inh, hERG WT inh, S-ASM inh, GALK inh, USP2a block, TSHR antag, Eya2 inh
Listed for O=C1CN(C(=O)COC(=O)CCSc2ccccc2Cl)c2ccccc2N1 : -5%, 8%, -5%, 0%, ?, -2, -8%, 1%, -2%, -10, 5%
Listed for Cc1ccccc1NC(=O)N1c2ccccc2CC1C (configuration not stated) : -4%, -1%, -18%, -2%, 0%, -2, 0%, 0%, 2%, -1, 4%
Listed for Cc1cc(C)c(CN2CCC(n3nccc3NC(=O)CCOc3ccccc3)CC2)cc1C : -2%, 4%, -6%, -10%, -6%, 9, -1%, 0%, 3%, 11, 3%
Listed for O=C1C=C(c2ccccc2)CCC1 : 9%, 5%, 26%&-24%, 0%, 0%, -20, -3%, nt, 0%, -5, -6%
